Compound activity from PubChem BioAssay.
KDM4E inh – JMJD2E (human) inhibition. B2RXH2. AID 2147. Potency, µM (top dose mostly 57.1 µM), without a hit: at the highest dose activity change, negative = inhibition, hits mostly inhibitors. JMJD2E catalytic domain, FDH-coupled NADH fluorescence (FDH is formaldehyde dehydrogenase). 230,000 tested, 1.6% active; active = well fitted inhibition curve with a large enough effect, not every such curve was filed as active; inconclusive = small, poorly fitted or top-dose-only effect, or another doubt; inactive = no such curve, though single readings can be large or run the other way;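 note: 0% = wells with enzyme and -100% = buffer wells without enzyme; nearly all actives have a fitted effect of over 50% in size; many of its hits are not listed in these tables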
Target sequence (B2RXH2 1-337 limits assumed): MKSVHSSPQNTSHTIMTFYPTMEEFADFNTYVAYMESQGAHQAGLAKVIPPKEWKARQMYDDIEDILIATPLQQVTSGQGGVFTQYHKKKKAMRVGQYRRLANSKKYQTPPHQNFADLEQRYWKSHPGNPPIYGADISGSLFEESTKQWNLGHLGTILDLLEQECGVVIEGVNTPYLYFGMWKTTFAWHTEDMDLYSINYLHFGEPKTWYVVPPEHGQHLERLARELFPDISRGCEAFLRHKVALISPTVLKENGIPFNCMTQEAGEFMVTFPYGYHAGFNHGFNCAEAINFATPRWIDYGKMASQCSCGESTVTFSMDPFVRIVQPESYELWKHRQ
HttQ103 aggreg – mutant huntingtin aggregation inhibition; PC12 HttQ103-GFP aggregates, Acumen cytometry, 40 h; Potency, µM (doses to about 46.1 µM), inactives show top-dose activity change, negative = inhibition, usual class: inhibitors; 220,000 tested, 1.1% active; AID 1688; note: % is set by controls: 0 for no effect and ±100 for the full control effect; nearly all actives have a fitted effect of over 60% in size
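Inducible Q103 Huntingtin exon 1–GFP PC12 line, 1500 cells/well in phenol red free DMEM with 5% equine and 5% calf serum. Tebufenozide 100 nM induced expression; compounds titrated; aggregates quantified by cytometry.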
HTT ATP protect – Huntington cell model cytoprotection by ATP luminescence; PC12 HTT-Q103 induced, cytoprotection, ATP luminescence, 40 h; Potency, µM (doses to about 56.4 µM), without a hit: cytoprotection (ATP increase), most hits filed as activators; 230,000 tested, 0.14% active;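 note: % of control where 0% means no effect; nearly all actives have a fitted effect of over 45% in size; toxic huntingtin expression switched on by the ecdysone agonist tebufenozide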
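Stable PC12 Q103-GFP cells in serum-supplemented, phenol red-free DMEM; induction by tebufenozide at 100 nM final; compound dose series; cell viability quantified luminescently from ATP.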
Tau fibril ThT – tau fibrillization inhibition (ThT binding) | P10636 | recombinant tau K18 P301L, heparin-induced fibrillization, ThT fluorescence | Potency, µM (doses to about 57.4 µM), for the others: at the highest dose activity, negative = inhibition, most hits filed as inhibitors | 270,000 tested, 2.1% active | AID 1460; note: % is set by controls: 0 for no effect and ±100 for the full control effect; nearly all actives have a fitted effect of over 55% in size
Target sequence (P10636 561-689 P618L limits assumed): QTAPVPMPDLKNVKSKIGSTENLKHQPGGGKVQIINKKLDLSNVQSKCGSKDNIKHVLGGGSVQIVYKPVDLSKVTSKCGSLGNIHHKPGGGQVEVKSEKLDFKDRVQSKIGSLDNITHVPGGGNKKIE
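Using a mix of unlabeled (15 uM) and Alexa 594-labeled (0.24 uM) tau K18 P301L, heparin-triggered fibrillization over 6 hr at 37 C was scored by ThT fluorescence.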
Tau fluor cs – counter-screen for tau fibril formation inhibitors; tau K18 P301L Alexa594 fluorescence, heparin fibrillization; Potency, µM (titrated, usually from 57.7 µM), inactives show top-dose activity change, negative = decrease; 280,000 tested, 0.93% active; note: % is set by controls: 0 for no effect and ±100 for the full control effect; nearly all actives have a fitted effect of over 55% in size
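Human tau K18 P301L (15 uM unlabeled, 0.24 uM Alexa 594-labeled) in 100 mM sodium acetate pH 7 with 20 uM heparin, 6 hr at 37 C. ThT 30 uM added, 1 hr ambient; Alexa 594 FP and total fluorescence read at 555/632 nm.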
SMN2 splice enh – increases expression of the SMN2 splice variant. HEK293 SMN2-luciferase splicing reporter, luminescence, 30-36 h. Potency, µM (series often up to 46.1 µM), for the others: at the top dose activity change, positive = activation, actives largely listed as activators. 210,000 tested, 2.8% active; note: % of control where 0% means no effect; nearly all actives have a fitted effect of over 55% in size
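HEK293 cells carry an SMN2 minigene-luciferase reporter in which exon 7 inclusion puts luciferase in frame. Cells were seeded at 2000 cells/well, attached for 10-12 hours, then exposed to compounds for 30-36 hours at 37C before ONE-Glo luminescence.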
ALDH1A1 inh – blocks purified human ALDH1A1 activity | Purified ALDH1A1, NADH fluorescence, propionaldehyde substrate | Potency, µM (titrated, usually from 75.3 µM), inactives show at the highest dose activity, negative = inhibition, most hits filed as inhibitors | 220,000 tested, 7.3% active | AID 1030; active = well fitted inhibition curve with a large enough effect, not every such curve was filed as active; inconclusive = small, poorly fitted or top-dose-only effect, or another doubt; inactive = no such curve, though single readings can be large or run the other way;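 note: plate controls were no enzyme wells and a reference inhibitor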
Target sequence (P00352 whole entry, looked up): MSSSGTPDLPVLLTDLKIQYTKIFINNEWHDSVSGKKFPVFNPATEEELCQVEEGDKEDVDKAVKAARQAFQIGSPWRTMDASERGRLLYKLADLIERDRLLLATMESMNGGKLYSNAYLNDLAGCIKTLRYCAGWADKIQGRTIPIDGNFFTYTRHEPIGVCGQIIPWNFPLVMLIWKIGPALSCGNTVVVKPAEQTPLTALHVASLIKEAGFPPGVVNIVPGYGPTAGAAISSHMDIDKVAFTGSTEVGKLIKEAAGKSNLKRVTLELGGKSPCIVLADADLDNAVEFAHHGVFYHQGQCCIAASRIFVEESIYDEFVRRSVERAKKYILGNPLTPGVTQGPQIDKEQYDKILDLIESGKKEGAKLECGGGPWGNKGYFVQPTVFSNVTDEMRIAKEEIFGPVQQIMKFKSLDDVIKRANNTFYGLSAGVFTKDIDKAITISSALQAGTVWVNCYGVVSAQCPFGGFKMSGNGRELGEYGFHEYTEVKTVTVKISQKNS
Tau FP inhib – tau fibrillization inhibition (FP); P10636; K18 P301L tau heparin fibrillization, Alexa594 FP, 6 h; AID 1468; Potency, µM (highest dose often 57.7 µM), for inactives: at the top dose activity, negative = inhibition, most hits filed as inhibitors; 280,000 tested, 0.39% active; note: % is set by controls: 0 for no effect and ±100 for the full control effect; nearly all actives have a fitted effect of over 55% in size
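Heparin (20 uM) drove fibril formation of recombinant tau K18 P301L, 15 uM unlabeled with 0.24 uM Alexa 594 label, for 6 hr at 37 C in 100 mM sodium acetate pH 7. Fluorescence polarization (555/632 nm) read 1 hr after 30 uM ThT.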
Numbers without * were called inactive; ? = inconclusive; / = no result given; & = joins results of further samples; [ ] = another dose, or the depositor's remark. Unless noted, calls come from the whole dose curve; as a rule, active = well fitted curve in the direction sought with a large enough effect; inconclusive = small, poorly fitted or top-dose-only effect, or another doubt; inactive = no such curve, though single readings can be large; an effect the other way counts as inactive or inconclusive. Potency is the fitted concentration of half-maximal effect.

SMILES	KDM4E inh	HttQ103 aggreg	HTT ATP protect	Tau fibril ThT	Tau fluor cs	SMN2 splice enh	ALDH1A1 inh	Tau FP inhib
COc1ccc(CCNC(=O)CCc2c(C)c3cc4c(C)coc4c(C)c3oc2=O)cc1OC	/	/	/	-11%	1%	-12%	/	-5%
Cn1c2ccccc2c(=O)c2c(=O)n(-c3ccc(F)cc3)c(-c3cccs3)nc21	?	18%[9.22 µM]	-15%[10 µM]	?	-7%	/	-18%	7%
O=C(O)CS(=O)(=O)CC(=O)O	9%	-1%	9%	-7%	0%	-7%	1%	-5%
Cc1ccccc1-n1c(C)nnc1SCC(=O)NNC(=O)c1ccccc1	1%	8%	39%[10 µM]	-5%	-6%	0%	-16%	2%
CCc1ccc(NCCC(=O)c2ccc(Br)cc2)cc1	3%	18%	-19%	-21%	-11%	/	-6%	0%
CCSc1nnc(NC(=O)C(C(F)(F)F)C(F)(F)F)s1	-3%	?	5%	22µM*	-21%	-5%	18µM*	?
Cc1cccn2c(=O)c3cc(C#N)c(=O)n(-c4nnc(SCc5ccccc5F)s4)c3nc12	/	/	/	1%	-27%	-3%	/	0%
C=CCNC(=S)Nc1ccc(Cl)cc1	1%	-8%	-13%	-4%	-10%	41%	11%	-12%
CCN(CC)S(=O)(=O)c1cc(C(=O)O)ccc1OC	-18%	2%[9.22 µM]	-12%[10 µM]	/	16%	/	/	3%
COc1ccc(OC)c(NC(=O)C2CCCN(S(=O)(=O)c3c(C)nn(C)c3C)C2)c1 (stereo not given)	/	/	/	-8%	-16%	-7%	/	0%
CCC1(c2ccccc2)NC(=S)N(c2cccc(C)c2C)N1 (stereo not given)	-19%	17%	6%[10 µM]	-10%	-3%	6%	?	12%
Cc1c(N2CCCC2)cc2c(c1NC(=O)c1ccccc1Cl)C(C)(C)CC2(C)C	-3%	5%[9.22 µM]	-4%&12%[10 µM]	-13%	-13%	-5%[9.22 µM]	-2%[13.5 µM]	-2%
COc1cccc(CN=c2c([N+](=O)[O-])nn(-c3ccccc3C)n2O)c1	6%	-22%	-17%	-18%	-15%	-43%[inhibitor]	0%	-9%
CN1CCN(C2=Cc3cc(Cl)ccc3Sc3cc(F)ccc32)CC1	6%	?	-98%[inhibitor][10 µM]	5%	-2%	-29%	-10%	-6%
Cc1cccc(-n2nnc(C(=O)NCc3ccccn3)c2N)c1	-1%	-25%	-6%[10 µM]	-22%	-13%	0%	-7%	-6%
O=C(O)c1cccn2c(=O)c3ccccc3nc12	?	-19%	-7%	-3%	0%	6%	-10%	-8%
O=S(=O)(NCCc1csc(-c2ccccc2)n1)c1ccc2c(c1)OCCO2	-18%	-15%	12%[10 µM]	-12%	-11%	-11%	?	4%
COC(=O)c1cc(C#N)c(NCc2ccc(Cl)cc2Cl)nc1C	7%	1%	7%	-6%	-9%	-11%	-4%	-3%
CCOC(=O)c1c(NC(=O)C[n+]2ccccc2)sc2c1CCCC2	-4%	/	/	-10%	0%	-5%	2%	4%
CCN(CC)S(=O)(=O)c1cc(OCC(N)=O)c(C)cc1Cl	1%	1%	18%[10 µM]	10%	10%	18%	-14%	2%
CCCNC(=O)c1ccccc1NC(=O)COc1ccc(OC)cc1	2%	-10%	4%	-8%	-9%	1%	0%	-14%
O=C(Cc1cccs1)N(c1ccc(Cl)cc1)C1C=CS(=O)(=O)C1 (stereo not given)	-1%	-10%	-18%	-6%	-2%	-12%	7%	3%
CC(C)C(=O)Nc1nnc(SCC(=O)Nc2ccc3c(c2)OCCO3)s1	-1%	4%	0%	-2%	-10%	-13%	0%	-4%
Cn1cnnc1SCC(=O)Nc1ccc2c(c1)CCC2	0%	11%	-11%	-5%	-7%	3%	-4%	-8%
COc1cc(/C=C2/C(=O)NN(c3ccc(F)cc3)C2=O)cc([N+](=O)[O-])c1O	-20%	-13%[9.22 µM]	-7%[10 µM]	/	-10%	/	/	-11%
CC1=CC(=O)C2C(C)(C)CCC[C@@]2(C)[C@@]1(O)CCc1ccoc1 (stereo not given in full)	1%	/	/	?	-17%	6%	?	-4%
CCOC(=O)COc1ccc(C)cc1C(=O)c1ccn2nc(-c3ccc(C)cc3)cc2n1	/	/	/	3%	5%	-5%	/	2%
CN1CCN(c2ccc(Cl)cc2NC(=O)/C=C/c2ccc(F)cc2)CC1	-9%	-1%	-47%	-5%	-19%	-42%[inhibitor]	8%	3%
Cn1c(=O)c2[nH]c(N=NNc3ccccc3F)nc2n(C)c1=O	?	20%[9.22 µM]	15%[10 µM]	14µM*	?	/	/	?
Cc1cc(C)cc(CSCC(=O)NN=C2CCCCCC2)c1	10%	-9%	/	-7%	-7%	-12%	?	2%

Quoted at random: 3 records from the list.
SMILES	KDM4E inh	HttQ103 aggreg	HTT ATP protect	Tau fibril ThT	Tau fluor cs	SMN2 splice enh	ALDH1A1 inh	Tau FP inhib
CN1CCN(C2=Cc3cc(Cl)ccc3Sc3cc(F)ccc32)CC1	6%	?	-98%[inhibitor][10 µM]	5%	-2%	-29%	-10%	-6%
O=C(O)c1cccn2c(=O)c3ccccc3nc12	?	-19%	-7%	-3%	0%	6%	-10%	-8%
Cn1c(=O)c2[nH]c(N=NNc3ccccc3F)nc2n(C)c1=O	?	20%[9.22 µM]	15%[10 µM]	14µM*	?	/	/	?

Remaining list, next part:
SMILES	KDM4E inh	HttQ103 aggreg	HTT ATP protect	Tau fibril ThT	Tau fluor cs	SMN2 splice enh	ALDH1A1 inh	Tau FP inhib
CCOCCCNC(=O)c1cc2c(=O)[nH]c3ccccc3c2n1C	/	/	/	?	-24%	6%	/	-5%
CN(CC(=O)Nc1ccc(N2CCOCC2)cc1)C(=O)CC(c1ccccc1)c1ccccc1	8%	-4%	-46%[inhibitor]	-19%	-19%	-27%	-3%	?
CCC1CCc2c(c3ccccc3[nH]c2=O)O1 (stereo not given)	7%	2%	-10%	3%	-2%	?	8%	6%
CCOC(=O)COn1c(SCC(=O)OCC)nc2ccccc2c1=O	3%	0%	-9%	-8%	-9%	0%	3%	-9%
CCOC(=O)C1C(=O)OC(C)(C)C1C(C)C(=O)c1ccccc1 (stereo not given)	5%	-15%	2%	-4%	-6%	2%	8%	2%
Cc1nnc(NC(=O)c2ccc3c(c2)C(=O)N(CCC(C)C)C3=O)s1	0%	6%	4%	-19%	-14%	12%	?	-2%
C=CCn1c(=O)c2c3c(sc2n2c(Nc4ccc(C(=O)OCC)cc4)nnc12)CCCC3	-16%	11%	-12%	-8%	-5%	-5%	13%	4%
O=C(CNC(=O)c1ccc(-c2ccccc2)cc1)OCc1c(F)cccc1Cl	-1%	-3%	/	6%	1%	-55%[inhibitor]	3%	3%
CCOC(=O)NC(=O)C(=CNc1ccccc1C)C(=O)NC(=O)OCC	1%	20%	/	-2%	-10%	-6%	4%	-4%
Cc1ccc(C(=O)N(c2ccccc2)C2CC(C)N(C(=O)c3ccco3)c3ccccc32)cc1 (stereo not given)	-3%	?	-21%	?	-18%	-66%[inhibitor]	-10%	-8%
COCC(C)NC(=O)c1cc(-c2ccc(O)cc2)on1 (stereo not given)	-3%	13%	-33%	4%	2%	9%	?	3%
CN=C1C=C/C(=N/N=c2\ccn(O)cc2C)C=C1C	15%	-2%[9.22 µM]	-36%[10 µM]	6.3µM*	?	/	-3%	-4%
COCCCn1c(SCC(=O)NC(C)(C)C)nnc1-c1ccccc1	-4%	9%	-11%[10 µM]	7%	-1%	3%	7%	-5%
Fc1cccc(Cl)c1Cn1nnc(-c2ccc(N3CCOCC3)cc2)n1	?	1%	2%[10 µM]	-4%	-18%	-5%	?	3%
Cc1c(NC(=O)c2n[nH]c(=O)c3ccccc23)c(=O)n(-c2ccccc2)n1C	3%	-11%	8%	-6%	3%	-7%	12%	2%
O=C(CC12CC3CC(CC(C3)C1)C2)NC(Cc1ccccc1)C(=O)O (stereo not given)	6%	22%	/	7%	11%	16%	9%	1%
O=C(Cc1ccc(Br)cc1)NC1CCSC1=O (stereo not given)	-2%	14%	-47%[inhibitor]	2%	-2%	-20%	2%	7%
CCCCCn1cc2c(c1-c1ccc(Br)cc1)c(=O)n(C)c(=O)n2C	/	/	/	?	-19%	4%	/	-10%
Cc1noc(C)c1C(=O)N1CCC(CO)(Cc2ccccc2)CC1	3%	-7%	-18%	-6%	-1%	/	4µM*	2%
CC(=O)N/C(=C/c1ccc2c(c1)OCO2)C(=O)Nc1ccccc1	-15%	-2%	11%[10 µM]	-8%	-3%	-1%[1.84 µM]	0%	5%
Cc1ccc2c(c1)N(C(C)C(=O)NCCc1ccccc1)C(=O)CO2 (stereo not given)	5%	2%	26%[10 µM]	-16%	0%	10%	-4%	3%
COc1ccc(NS(=O)(=O)c2ccc(Cl)c(C(=O)O)c2)cc1S(=O)(=O)N1CCCCC1	13%	20%	-17%	-4%	2%	3%	-6%	6%
O=C(NC1CCSC1=O)c1cccc(C(=O)NC2CCSC2=O)c1 (stereo not given)	0%	11%	4%[10 µM]	-10%	-6%	-5%	2%	-10%
CC(=O)Nc1ccc(NC(=O)C(C)Sc2nnc(-c3cccs3)o2)cc1 (stereo not given)	0%	-17%[9.22 µM]	11%[10 µM]	-15%	-11%	/	10%	4%
Cc1ccc2c(c1)[nH]c1c(=O)n(CCN3CCCCC3)cnc12	6%	-16%	-16%	-3%	6%	/	11%	5%
C1CCN(C2CCN(c3nc4nonc4nc3N3CCSCC3)CC2)C1	-3%	6%[9.22 µM]	32%[10 µM]	-19%	-7%	/	?	-14%
COc1ccc(C(=O)Oc2ccc(C(c3c(C)[nH][nH]c3=O)c3c(C)[nH][nH]c3=O)cc2OC)cc1	/	/	/	-19%	-4%	-3%	/	-1%
COC(=O)c1ccc(NC(=O)CN(c2ccc(C)cc2)S(=O)(=O)c2c(C)nn(C)c2C)cc1	-9%	-4%	7%	-2%	-23%	-2%	-10%	-8%
CCOC(=O)Cc1csc(SCC(=O)Nc2cc(Cl)ccc2Oc2ccccc2)n1	2%	-2%	-19%	-20%	-21%	/	-4%	5%
Nc1nnc(SCc2nnc(-c3ccccc3)o2)s1	9%	/	/	4%	3%	16%	2%	1%
O=C(Nc1ccn(Cc2cccc3ccccc23)n1)c1cccnc1	7%	-1%	-2%[10 µM]	-18%	-14%	-66%[inhibitor]	-7%	-3%

This is a subset. The share of hits here may be higher or lower than overall.
